Apoferritin bind – candidate novel general anesthetic via apoferritin binding; P02791; apoferritin/1-aminoanthracene competitive binding, fluorescence; Potency, µM (doses to about 77.5 µM), inactives show at the top dose activity change, negative = displacement, actives largely listed as inhibitors; 350,000 tested, 0.074% active; AID 485281; also: % is scaled to controls: 0 for no effect and ±100 for the full control effect; nearly all actives have a fitted effect of over 20% in size
Target sequence (P02791 2-175 limits assumed): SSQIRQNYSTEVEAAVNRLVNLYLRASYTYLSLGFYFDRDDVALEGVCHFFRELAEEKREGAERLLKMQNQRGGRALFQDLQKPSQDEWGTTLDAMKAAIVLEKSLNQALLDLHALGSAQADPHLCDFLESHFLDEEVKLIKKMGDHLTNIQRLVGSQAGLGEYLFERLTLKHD
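Apoferritin-based anesthetic binding model; compound displacement of fluorescent 1-AMA measured as endpoint fluorescence after 10 minutes at room temperature, scaled to free-ligand and complex controls.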
POLI inh – blocks human DNA polymerase iota activity | Q9UNA4 | Pol iota fluorescent replication assay, 10 min | Potency, µM (top dose mostly 115 µM), without a hit: at the top dose activity, negative = inhibition, usual class: inhibitors | 390,000 tested, 1% active
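Fluorescent replication assay read twice, at 0 min and 10 min after adding 50 nM (final) substrate. Enzyme (10 nM) and compounds were first incubated 15 min at room temperature; enzyme-free buffer wells were negative controls.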
POLH inh – blocks human DNA polymerase eta activity; Q9Y253; recombinant Pol eta, fluorescent DNA replication assay; Potency, µM (series often up to 114 µM), for inactives: at the top dose activity change, negative = inhibition, most hits filed as inhibitors; 390,000 tested, 1.2% active; AID 588591; also: % is scaled to controls: 0 for no effect and ±100 for the full control effect
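Pol eta (10 nM) was preincubated with compounds for 15 min at room temperature, after which fluorescent replication substrate (50 nM final) was added to start the reaction. Fluorescence was read kinetically at 0 and 10 min.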
BLM inh – inhibitors of human Bloom syndrome helicase BLM. P54132. recombinant BLM DNA unwinding, fluorescence dequenching. Potency, µM (top dose mostly 56.1 µM), without a hit: top-dose activity change, negative = inhibition, actives largely listed as inhibitors. 350,000 tested, 0.2% active;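 also: plate controls were vehicle for no effect and no enzyme for full effect; nearly all actives have a fitted effect of over 35% in size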
POLK inh – inhibitors of human DNA polymerase kappa; purified Pol kappa, fluorescent DNA synthesis assay, 10 min; Q9UBT6; Potency, µM (doses to about 107 µM), for the others: at the top dose activity, negative = inhibition, usual class: inhibitors; 400,000 tested, 0.53% active; also: % is scaled to controls: 0 for no effect and ±100 for the full control effect
Target sequence (Q9UBT6 whole entry, looked up): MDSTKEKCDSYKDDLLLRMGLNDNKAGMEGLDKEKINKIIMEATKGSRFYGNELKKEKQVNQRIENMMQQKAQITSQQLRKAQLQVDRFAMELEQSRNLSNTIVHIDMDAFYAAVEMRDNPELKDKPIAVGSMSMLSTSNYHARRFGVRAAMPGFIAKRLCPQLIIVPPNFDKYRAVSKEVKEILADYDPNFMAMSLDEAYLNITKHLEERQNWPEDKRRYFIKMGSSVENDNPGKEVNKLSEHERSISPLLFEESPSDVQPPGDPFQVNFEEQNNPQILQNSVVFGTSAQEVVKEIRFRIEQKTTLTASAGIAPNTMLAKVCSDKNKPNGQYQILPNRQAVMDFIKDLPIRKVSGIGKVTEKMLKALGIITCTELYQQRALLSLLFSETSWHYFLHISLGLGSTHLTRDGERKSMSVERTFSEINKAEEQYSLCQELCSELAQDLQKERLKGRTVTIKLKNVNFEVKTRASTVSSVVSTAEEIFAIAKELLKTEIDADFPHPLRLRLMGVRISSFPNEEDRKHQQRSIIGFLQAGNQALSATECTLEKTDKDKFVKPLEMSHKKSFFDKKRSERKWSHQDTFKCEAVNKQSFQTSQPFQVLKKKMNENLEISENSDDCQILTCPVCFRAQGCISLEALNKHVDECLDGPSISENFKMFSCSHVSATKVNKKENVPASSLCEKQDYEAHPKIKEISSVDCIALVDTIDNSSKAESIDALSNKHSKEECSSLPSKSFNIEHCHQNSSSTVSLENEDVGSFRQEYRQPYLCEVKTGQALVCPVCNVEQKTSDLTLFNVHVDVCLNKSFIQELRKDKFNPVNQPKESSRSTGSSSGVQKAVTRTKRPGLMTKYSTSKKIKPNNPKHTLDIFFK
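Kinetic fluorescence readout at 0 and 10 min followed reaction start with substrate at 50 nM final. Beforehand, enzyme (10 nM Pol kappa) stood 15 min with compound at room temperature; buffer-only wells were negative controls.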
POLB inh – DNA polymerase beta (human) inhibition. P06746. Pol beta primer extension/strand displacement, fluorescence kinetic. Potency, µM (top dose mostly 114 µM), for the others: at the top dose activity change, negative = inhibition, usual class: inhibitors. 340,000 tested, 1.3% active. AID 485314; also: % is scaled to controls: 0 for no effect and ±100 for the full control effect
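Human Pol beta at 10 nM; strand-displacement substrate 50 nM final. Compound exposure 15 min at room temperature before start, reaction 10 min at room temperature.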
APEX1 inh – APE1 (human) endonuclease inhibition. recombinant APE1, TAMRA/BHQ-2 abasic DNA cleavage fluorescence. Potency, µM (titrated, usually from 65.8 µM), inactives show at the top dose activity change, negative = inhibition, actives largely listed as inhibitors. 350,000 tested, 0.35% active. AID 2517;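 also: plate controls were vehicle for no effect and reference inhibitor for full effect; nearly all actives have a fitted effect of over 55% in size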
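Activity was derived from the fluorescence gain between first and third kinetic reads (60 s intervals, ex 525/em 598 nm) after 50 nM THF-abasic TAMRA/BHQ-2 duplex was added to 0.75 nM APE1 preincubated 15 min with compound.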
G9a inh – G9a (human) methyltransferase inhibition; Potency, µM (titrated, usually from 102 µM), without a hit: at the highest dose activity, negative = inhibition, usual class: inhibitors; AID 504332; G9a H3K9 monomethylation, AlphaScreen, 2 h; 350,000 tested, 8.8% active; Q96KQ7; also: % is scaled to controls: 0 for no effect and ±100 for the full control effect; nearly all actives have a fitted effect of over 75% in size
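Readings reflect AlphaScreen signal from monomethyl-H3K9 antibody detection. HMT at 20 nM; substrate b-H3K9 500 nM; cofactor SAM 20 uM; 2 h RT reaction; compounds tested as titrations in qHTS with 15 min preincubation.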
BAZ2B block – BAZ2B (human) inhibition | Q9UIF8 | AlphaScreen BAZ2B-H3K14Ac peptide displacement | Potency, µM (series often up to 114 µM), without a hit: top-dose activity change, negative = inhibition, actives largely listed as inhibitors | 360,000 tested, 4.4% active; also: % is scaled to controls: 0 for no effect and ±100 for the full control effect; nearly all actives have a fitted effect of over 60% in size
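Compounds, titrated to a top concentration of 110 uM, were incubated 30 min at room temperature with preformed BAZ2B/acetyl-K14 H3 peptide complex (50 nM each). Proximity signal was measured by AlphaScreen after 20 min with beads.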
The depositor's hits bear a star; ? = inconclusive; . = no result given; & = joins results of further samples; [ ] = remark or other dose. Calls follow the shape of the dose curve; as a rule, active = well fitted curve in the direction sought with a large enough effect; inconclusive = small, poorly fitted or top-dose-only effect, or another doubt; inactive = no such curve, though single readings can be large; an effect the other way counts as inactive or inconclusive. Potency is read from the fitted curve at half-maximal effect. Some of the compounds tested; rates above refer to the full screens.

A first look, eleven compounds:
Apoferritin bind,POLI inh,POLH inh,BLM inh,POLK inh,POLB inh,APEX1 inh,G9a inh,BAZ2B block,mol
?,16%,8%,-1%,-3%,32%,-4%,?,?,O=C(c1ccco1)N1CCN(C(c2ccccc2)c2nnnn2Cc2cccs2)CC1 (configuration not stated)
-7%,-8%,-2%,-3%,1%,21%,.,-10%[59 µM],3%,COc1ccccc1-c1noc(-c2ccc(NCc3cccnc3)c([N+](=O)[O-])c2)n1
-4%,-7%,2%,-1%,-4%,-18%,-2%,45µM*,-33%,CCn1c(C(C)NC(=O)c2cccc(C)c2)n[nH]c1=S (configuration not stated)
.,19%,-8%,.,-15%,.,-8%,-9%[12.7 µM],?,CCOc1ccc(CN(C)c2ccc(S(=O)(=O)N3CCN(C)CC3)cc2[N+](=O)[O-])cc1OC
110%[activator],-12%,-12%,-8%,-14%[60.1 µM],5%,.,5%[59 µM],-15%,O=S(=O)(NCC(c1ccco1)N1CCN(c2ccccc2)CC1)c1cc(F)ccc1F (configuration not stated)
-18%,-6%,-19%,-9%,-24%,3%,.,-32%[59 µM],-31%,CC1=Nc2cc(C(=O)N3CCC(C)CC3)ccc2Sc2ccc(Cl)cc21
-14%,-12%[58.9 µM],-20%,-2%,-13%,8%,-2%,-4%[59 µM],-11%,CCCN1C(=O)C2(/C(=C(\O)c3ccc4c(c3)OCCO4)C(=O)C(=O)N2CCCOC)c2ccccc21 (configuration not stated)
-22%,34%[activator],-11%,-2%,0%,-19%,36%,3%,-31%,Cc1ccc2c(c1)N(S(=O)(=O)c1ccc(CN3C(=O)c4cccnc4C3=O)s1)CCO2
-7%,72%[activator],-19%,2%,-9%,-22%,-6%,-3%,-17%,O=C(CSc1ncnc2ccccc12)NCCc1ccccc1
-3%,8%,-12%,-1%,0%,22%,-6%,22%[59 µM],-1%,O=C(NCc1ccccc1)c1cccc(NS(=O)(=O)c2cccc3cccnc23)c1
38%[activator],34%[activator],-20%,-13%,4%,-1%,6%,.,?,Cc1cccc(N2CC(C(=O)O)CC2=O)c1C (configuration not stated)

All compounds of this part, from the start:
Apoferritin bind,POLI inh,POLH inh,BLM inh,POLK inh,POLB inh,APEX1 inh,G9a inh,BAZ2B block,mol
?,16%,8%,-1%,-3%,32%,-4%,?,?,O=C(c1ccco1)N1CCN(C(c2ccccc2)c2nnnn2Cc2cccs2)CC1 (configuration not stated)
-7%,-8%,-2%,-3%,1%,21%,.,-10%[59 µM],3%,COc1ccccc1-c1noc(-c2ccc(NCc3cccnc3)c([N+](=O)[O-])c2)n1
-4%,-7%,2%,-1%,-4%,-18%,-2%,45µM*,-33%,CCn1c(C(C)NC(=O)c2cccc(C)c2)n[nH]c1=S (configuration not stated)
.,19%,-8%,.,-15%,.,-8%,-9%[12.7 µM],?,CCOc1ccc(CN(C)c2ccc(S(=O)(=O)N3CCN(C)CC3)cc2[N+](=O)[O-])cc1OC
110%[activator],-12%,-12%,-8%,-14%[60.1 µM],5%,.,5%[59 µM],-15%,O=S(=O)(NCC(c1ccco1)N1CCN(c2ccccc2)CC1)c1cc(F)ccc1F (configuration not stated)
-18%,-6%,-19%,-9%,-24%,3%,.,-32%[59 µM],-31%,CC1=Nc2cc(C(=O)N3CCC(C)CC3)ccc2Sc2ccc(Cl)cc21
-14%,-12%[58.9 µM],-20%,-2%,-13%,8%,-2%,-4%[59 µM],-11%,CCCN1C(=O)C2(/C(=C(\O)c3ccc4c(c3)OCCO4)C(=O)C(=O)N2CCCOC)c2ccccc21 (configuration not stated)
-22%,34%[activator],-11%,-2%,0%,-19%,36%,3%,-31%,Cc1ccc2c(c1)N(S(=O)(=O)c1ccc(CN3C(=O)c4cccnc4C3=O)s1)CCO2
-7%,72%[activator],-19%,2%,-9%,-22%,-6%,-3%,-17%,O=C(CSc1ncnc2ccccc12)NCCc1ccccc1
-3%,8%,-12%,-1%,0%,22%,-6%,22%[59 µM],-1%,O=C(NCc1ccccc1)c1cccc(NS(=O)(=O)c2cccc3cccnc23)c1
38%[activator],34%[activator],-20%,-13%,4%,-1%,6%,.,?,Cc1cccc(N2CC(C(=O)O)CC2=O)c1C (configuration not stated)
-23%,147%[activator],-15%,2%,-2%,1%,-2%,-46%,.,O=C(Nc1nc(-c2ccccc2)cs1)c1ccc(=O)[nH]c1
-16%,3%,-21%,-10%,-1%,2%,5%,24%,-3%,Cc1cc(C(F)(F)F)n2nc(-c3sccc3-n3cccc3)cc2n1
-10%,-12%,-8%,0%,-6%,-18%,-5%,10%[59 µM],-4%,O=C(O)c1cccc(NC(=O)c2cccc(S(=O)(=O)N3CCCCC3)c2)c1
-10%,28%,-5%,-4%,-5%,-6%,-6%,-2%,-27%,CC(=O)C1=C(C)NC(=O)CC1c1ccc(Br)cc1 (configuration not stated)
-6%,2%,-18%,-12%,-10%,5%,3%,?,-3%,CCNCc1cc(Br)c(OCC(=O)Nc2ccccc2)c(OC)c1
-23%,-8%,2%,-1%,-13%,1%,3%,-4%,-25%,COCCCn1c(=O)/c(=C\c2ccccc2OC(F)F)s/c1=C(/C#N)C(N)=O
?,-3%,-11%,-10%,-18%,2%,0%,8%[12.7 µM],-5%,CCN(CC)S(=O)(=O)c1ccc(C(=O)Nc2cc(C)cc(C)c2)cc1
-8%,32%[activator],-3%,-1%,-16%,17%,22%,18%,3%,Cc1cc(C)c(S(=O)(=O)c2cc(F)ccc2C)c(=O)[nH]1
-3%,6%,-9%,0%,-7%,?,0%,-10%[59 µM],-28%,Cc1cc(N2CCN(c3ccccn3)CC2)n2cc(-c3ccccc3)nc2n1
-14%,21%,-2%,3%,-16%,4%,.,0%[59 µM],?,COCCNC(=O)CCSc1nc(-c2ccc3c(c2)OCO3)cc(C(F)(F)F)n1
?,85%[activator],-21%,-3%,0%,11%,7%,26%,1%,Cc1c(Cl)cccc1NCC(=O)NN=C1CCCC1
.,-3%,-20%,.,8%,.,21%,-8%[59 µM],-36%,COc1cccc(C(c2c(NC(=O)c3ccco3)sc(C)c2C)N2CCOCC2)c1 (configuration not stated)
-8%,-12%,-10%,-4%,-9%,31%,6%,30%,-9%,O=C(O)C1C2CCC(C2)C1C(=O)Nc1cccc([N+](=O)[O-])c1 (configuration not stated)
-12%,2%,-13%,-2%,-4%,2%,-2%,6%[59 µM],22%,Cc1cc(C)nc(SCC(=O)Nn2cnnc2)n1
?,-26%,-14%,-3%,-4%,-17%,-1%,11%,?,O=C(CN1C(=O)/C(=C/c2ccccc2)SC1=S)Nc1cccnc1
-4%,-9%,-8%,0%,-15%,1%,-2%,-23%,-14%,CN1CCN(NC(=O)c2cc(Br)ccc2Cl)CC1
-15%,6%,-8%,-13%,-2%,4%,0%,-25%[59 µM],12%,COc1ccc2c(c1)SC(C)CC2=O (configuration not stated)
5%,-22%,-17%,-7%,0%,24%,.,-21%[59 µM],32µM*,CCCOCc1cc(CN2CCN(c3cccc(Cl)c3)CC2)c(O)c2ncccc12
1%,?,-22%,2%,7%,-9%,.,2%[59 µM],-36%,CCOC(=O)c1cc(OC(=O)c2ccccc2Cl)n(-c2ccccc2)n1
-11%,45%[activator],-17%,1%,-5%,8%,28%,-2%,-5%,COc1ccc(/C=C/C(=O)c2cccc(-n3cnnn3)c2)cc1O
1%,37%[activator],1%,0%,-1%,40%,42%,-9%,0%,O=C(CCc1nnc2ccc(N3CCCC3)nn12)Nc1ccc(F)c(F)c1
?,1%,-5%,-4%,-12%,4%,1%,50µM*,-22%,COc1cc(SC)ccc1C(=O)Nc1ccc2c(c1)OCCO2
-1%,13%,?,-5%,-2%,0%,59%[activator],10%,12%,COc1ccc(OC)c(NC(=O)CCCSc2ccccc2)c1
-6%&0%&-8%&-1%,15%&9%,-1%&-13%,-3%&-12%&3%&-10%,-13%,6%&2%,0%&-1%&7%&-11%,-8%[12.7 µM],0%&-10%,OCCOCCN1CCN(C2=Nc3ccccc3Sc3ccccc32)CC1
-5%,-19%,-23%,-1%,-6%,58%,7%,.,5%,OCC[C@@H]1C[C@H](O)[C@@H](O)[C@@]2(OCCc3ccccc32)O1
?,42%[activator],-9%,-3%,-5%,-9%,-4%,18µM*,40µM*,O=C(COC(=O)c1cccc2c1C(=O)c1ccccc1C2=O)NC1CCCCC1
-7%,34%[activator],-8%,-11%,-2%,?,5%,19%,?,COc1ccc(NC(=O)c2ccc3nc[nH]c3c2)c(OC)c1
-5%,?,-12%,0%,-2%,25%,1%,.,?,OCCN1CCN(CCOc2cccc(Cl)c2)CC1
-3%,-8%,?,-8%,-25%,2%,-9%,32µM*,-36%,N#C/C(=C/c1ccc(N2CCCCC2)o1)C(=O)NCCc1c[nH]c2ccccc12
2%,4%,-6%,6%,0%,36%,-10%,8.9µM*,-7%,COc1ccc(CCN(C)Cc2c(O)ccc3ccccc23)cc1OC
3%,18%,-19%,-1%,-2%[60.1 µM],-24%,.,-1%[59 µM],1%,Cc1ccc(N2CC(NC(=O)c3ccccc3C(F)(F)F)CC2=O)cc1C (configuration not stated)
-14%,101%[activator],-11%,-10%,-12%,2%,0%,?,45µM*,Cc1cccc(-n2cc(-c3ccccc3)c3c(=O)[nH]cnc32)c1
.,6%,-4%,.,-1%,.,7%,?,7%,CCc1cccc2c(C(=O)COC(=O)c3cnc(C)cn3)c[nH]c12
-14%,?,-4%,-9%,-5%,29%,-1%,10µM*,50µM*,C=CCCC(=O)Nc1nc(C)c(-c2csc(Nc3cc(OC)ccc3OC)n2)s1
